STK33 kinase inh – inhibitors of human STK33 kinase | 320,000 compounds, 0.073% hits | inhibition, % at 10 µM | AID 2661 | purified STK33, MBP phosphorylation, ADP-Glo luminescence;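 active = inhibition at or above 25%, using the most active replicate where run in duplicate; inactive = inhibition below 25%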
Target sequence (Q9BYT3 whole entry, looked up): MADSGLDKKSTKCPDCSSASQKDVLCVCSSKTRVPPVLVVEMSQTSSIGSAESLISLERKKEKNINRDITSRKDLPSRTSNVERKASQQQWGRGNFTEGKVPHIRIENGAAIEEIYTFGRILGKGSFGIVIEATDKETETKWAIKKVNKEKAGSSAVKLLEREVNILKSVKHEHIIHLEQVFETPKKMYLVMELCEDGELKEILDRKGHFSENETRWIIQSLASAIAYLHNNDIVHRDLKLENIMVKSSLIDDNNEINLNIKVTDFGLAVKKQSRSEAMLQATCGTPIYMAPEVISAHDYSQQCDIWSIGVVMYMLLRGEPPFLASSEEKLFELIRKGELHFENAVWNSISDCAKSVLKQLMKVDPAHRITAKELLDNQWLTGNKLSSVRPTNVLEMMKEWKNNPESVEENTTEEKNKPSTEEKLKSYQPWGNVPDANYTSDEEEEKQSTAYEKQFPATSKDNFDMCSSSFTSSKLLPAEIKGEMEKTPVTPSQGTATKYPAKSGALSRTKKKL
Kir21 block – blocks the mouse Kir2.1 inward-rectifier potassium channel. P35561. HEK293-Kir2.1, FluxOR thallium flux fluorescence; stronger effect = lower value. B-score at 10 µM. 310,000 compounds, 0.85% hits. AID 1672;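 active = fluorescence ratio B-score at or below minus 3 SD of library scores, with starting-brightness B-score within 2 SD, cut at about -4.2 in these data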;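 also: channel flux triggered by added potassium and thallium sulfate stimulus; B-score of peak minus minimum fluorescence over baseline after thallium stimulus; more negative B-score means stronger Kir2.1 block with less thallium influx; some compounds called inactive have numbers as strong as hits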
Target sequence (P35561 whole entry, looked up): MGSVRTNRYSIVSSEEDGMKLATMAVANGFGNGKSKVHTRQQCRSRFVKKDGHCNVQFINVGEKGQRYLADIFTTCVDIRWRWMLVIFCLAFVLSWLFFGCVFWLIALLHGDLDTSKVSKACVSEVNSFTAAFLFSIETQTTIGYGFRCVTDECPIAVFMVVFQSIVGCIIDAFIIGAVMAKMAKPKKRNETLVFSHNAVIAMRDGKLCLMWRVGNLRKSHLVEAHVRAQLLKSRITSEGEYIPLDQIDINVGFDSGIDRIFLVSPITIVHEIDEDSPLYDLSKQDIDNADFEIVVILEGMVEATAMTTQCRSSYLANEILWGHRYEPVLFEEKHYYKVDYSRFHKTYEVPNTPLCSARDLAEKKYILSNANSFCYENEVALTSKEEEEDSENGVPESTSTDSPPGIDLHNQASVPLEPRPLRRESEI
Starred values were filed as active, the others as inactive; . = no result given.

cpd	structure	Kir21 block	STK33 kinase inh
1	COc1ccc(C(C(=O)NC(C)(C)C)N(CCc2ccccc2)C(=O)CCC(=O)Nc2cc(C)on2)cc1 (stereo not given)	0.94	0.1
2	OCC1(Cc2ccc(Cl)cc2)CCN(Cc2ccccc2F)CC1	-1.17	-2.5
3	CCc1cccc(C)c1NC(=S)NCc1ccccc1	-2.92	-0.6
4	CC(=O)Nc1ccc(NC(=S)Nc2ccccc2)cc1	0.42	-0.5
5	N#Cc1c(NC(=O)C2CCCO2)sc2c1CCCCCC2 (stereo not given)	2.02	-0.4
6	O=C(CN1CCOc2ccccc21)NCc1ccc(F)cc1	-1.74	-0.6
7	CC(=O)Nc1sc2c(c1C(c1cccs1)N1CCOCC1)CCCC2 (stereo not given)	0.02	0.6
8	O=c1[nH]c(=O)n(C2C[C@H](O)[C@@H](CO)O2)cc1C(F)(F)F (stereo not given in full)	.	-1.0
9	Cc1c(N2C(=O)/C(=C\c3ccccc3O)SC2=S)c(=O)n(-c2ccccc2)n1C	-0.59	0.1
10	COc1ccc(-c2c(C)sc(NC(=O)c3ccnn3C)c2C#N)cc1	-1.95	-0.7
11	O=C(Cn1cncn1)N/N=C/c1ccc(Cl)cc1	0.83	-1.6
12	CCCN1CC(=O)N2C(c3cccc(OC)c3OC)c3[nH]c4ccccc4c3C[C@H]2C1=O (stereo not given in full)	1.22	-0.8
13	CCOc1ccc(OCCC(=O)OC(C)C(=O)Nc2ccc(C(C)=O)cc2)cc1 (stereo not given)	0.12	0.0
14	CC(=O)NC(Cc1cc(C)ccc1C)C(=O)N1CCN(C(=O)c2ccc(Br)cc2)CC1 (stereo not given)	0.71	-0.6
15	Cc1nn(-c2ccccc2)c(Cl)c1/C=N/Nc1nc2ccccc2[nH]1	0.51	-0.8
16	O=c1[nH]c2ccccc2nc1/C=C(\O)C(F)F	-0.68	-1.8
17	Nc1nc(SCc2ccccc2)[nH]c(=O)c1-c1ccccc1	-1.66	-0.8
18	CC1=CC2=NC(=O)/C(=C\c3cccn3CCOc3cc(C)cc(C)c3)C(=N)N2O1	1.29	-1.0
19	CCN(CC)S(=O)(=O)c1cccc(NC(=O)COc2ncnc3sccc23)c1	0.06	-0.7
20	Cc1ccc(C2CC(=O)C=C(Nc3ccc(Cl)cc3)C2)cc1 (stereo not given)	1.33	-0.4
21	Nc1nnc(SCCCOc2ccc(F)cc2)s1	-0.23	15.2
22	O=C(CCN1C(=O)/C(=C\c2cccc(Br)c2)SC1=S)NCCCN1CCOCC1	-0.07	-1.0
23	COc1ccccc1CN1C[C@@H]2C[C@@H](c3cccc(O)c3)N3CCC[C@@]23C1=O	0.06	-0.9
24	CCn1c(Cc2ccccc2)nnc1SCC(=O)NC(C)(C)C	-0.03	.
25	O=C(CCS(=O)(=O)c1ccccc1)N1CCN(c2cccc(C(F)(F)F)c2)CC1	0.68	-0.4
26	COC(=O)C(CC(C)C)NC(=O)CSc1nc(-c2ccccc2)c(C#N)c(=O)[nH]1 (stereo not given)	-0.31	-1.1
27	Cc1cc(C)c(S(=O)(=O)N2CCN(CCO)CC2)c(C)c1	1.12	0.2
28	COc1ccc(OC)c(C(=O)NC(CC(N)=O)c2ccc(NCC3CC3)c([N+](=O)[O-])c2)c1 (stereo not given)	-1.16	-0.8
29	O=C(O)CC(c1ccc(OC2CCCC2)cc1)N1C(=O)c2ccccc2C1=O (stereo not given)	-1.02	-1.5
30	O=C(O)CC1S/C(=N/N=C/c2ccc(-c3ccc(Cl)cc3[N+](=O)[O-])o2)NC1=O (stereo not given)	-1.98	-0.3
31	c1ccc(Cn2nnc3c(NCC4CCCO4)ncnc32)cc1 (stereo not given)	0.91	-1.6
32	CCCc1cc(N2CCCC(C(=O)Nc3cc(Cl)ccc3OC)C2)n2ncnc2n1 (stereo not given)	.	0.2
33	O=C(Cn1cc2c(n1)CCCC2)NCCc1ccccc1	1.15	0.2
34	COc1ccc(OCCOC(=O)Nc2ccccc2)cc1	1.56	-0.2
35	CCN(CC)S(=O)(=O)c1ccc(/C=C/C(=O)OCC(=O)Nc2cccnc2Cl)cc1	.	1.8
36	COCCCNC(=S)N1CCC(C(=O)c2ccc(Cl)cc2)CC1	-0.24	0.0
37	CCN1CCN(c2ccc(NC(=O)c3ccc(F)cc3)cc2Cl)CC1	0.02	13.8
38	COc1cc(-c2nc3cnccc3n2C)cc(OC)c1OC	-0.18	-1.5
39	C=CCn1c(-c2cnn(-c3ccccc3)c2N)n[nH]c1=S	0.44	-0.4
40	CC(Oc1ccc(-c2ccccc2)c(F)c1)c1ccn(S(=O)(=O)c2ccc(Cl)cc2)n1 (stereo not given)	-1.42	0.6
41	COc1ccc(NC(=O)/C(C#N)=C/c2ccc(-c3ccccc3C(=O)O)o2)cc1	0.23	2.8
42	Cc1cc(=O)n(C)c2ccccc12	-0.1	-1.5
43	CN(C)S(=O)(=O)c1ccc(NC(=O)CSc2nnc(-c3ccco3)o2)cc1	.	-1.1
44	O=C(NCCCO)c1cc2c([nH]c3ccccc32)c(-c2ccccc2)n1	1.17	28.7*
45	CCc1ccc(NC(=O)CCc2ccc(CC)o2)cc1	0.41	-5.2
46	CC(=O)Oc1ccc([N+](=O)[O-])cc1N1C(=O)c2ccccc2C1=O	0.67	-0.5
47	CCOc1cc(CNCc2cccs2)cc(Br)c1OC	-3.11	-1.1
48	Cc1oc2ccc(O)cc2c1C(=O)c1ccc([N+](=O)[O-])cc1	-0.33	-0.4
49	COCCn1c(-c2ccc(OC)cc2)cnc1SCC(=O)Nc1cccc2ccccc12	-2.86	-0.5
50	O=C(O)c1cc(N/N=C/C(Cl)=C/c2ccccc2)ccc1Cl	1.51	-0.4
51	O=C(CN(Cc1ccco1)C(=O)c1nsc(Cl)c1Cl)NC1CCCCC1	-1.27	-2.6
52	COc1cccc(-c2ccc(=O)n(CC(=O)Nc3ccc(C(=O)N4CCCC4)cc3)n2)c1	1.37	-1.5
53	COc1ccc([C@@H]2C[C@H](c3ccccc3)Oc3cc(C)cc(C)c32)cc1	-0.12	.
54	CC1CCCC(C)N1C(=O)Cn1c(=O)sc2ccccc21 (stereo not given)	-0.43	-3.6
55	CC(=O)Oc1c(Sc2ccccc2[N+](=O)[O-])c(C)nn1C(C)(C)C	0.05	-1.0
56	O=C(NCc1cccnc1)c1ccc(CN2CCc3ccccc3C2)cc1	-1.21	1.5
57	NS(=O)(=O)c1ccc(CCNC(=O)CSc2nc3ccccc3c(=O)n2CCN2CCOCC2)cc1	1.48	-3.3
58	COC(=O)C1C(=O)C2=C(CC1C)NC(C)=C(C(=O)OCCOc1ccccc1)C2c1ccc(C)o1 (stereo not given)	1.32	0.4
59	CN(C(=O)CSc1cn(CC(=O)N2CCOCC2)c2ccccc12)c1ccccc1	0.92	-0.4
60	CCOC(=O)N1CCN(C(=O)CNC(=O)c2ccc(Cl)cc2)CC1	0.48	-2.2

Remaining list, next part:
cpd	structure	Kir21 block	STK33 kinase inh
61	COCCNC(=O)C(=O)N/N=C/c1ccc(C(=O)OC)cc1	-0.09	0.5
62	CCOc1cc(/C=N/n2c(C)nnc2C)ccc1O	1.37	-1.3
63	COc1cc2ccccc2cc1C(=O)N1CCOCC1	1.76	-1.7
64	CN1CCN(/N=C/c2ccc(C#N)cc2)CC1	0.33	-0.2
65	CCCCNC(=O)CNC(=S)N(Cc1ccccc1)Cc1cccnc1	-1.88	-0.3
66	O=C(NCCCc1ccc(F)cc1)C1CCC(=O)N(CC2CCCCC2)C1 (stereo not given)	-0.41	0.2
67	COc1ccc(C(=O)CSc2nnc(-c3ccc(C)cc3)o2)cc1	0.01	2.1
68	COc1ccc(C2=NN(S(=O)(=O)c3ccccc3)C(c3ccccc3)C2)cc1 (stereo not given)	-0.33	0.3
69	COc1ccc(-c2ccc3c(c2)O/C(=C\c2ccsc2)C3=O)cn1	.	0.2
70	C=C[C@H](Cc1ccccc1)N(Cc1ccccc1)S(=O)(=O)N(Cc1ccccc1)[C@H](C=C)Cc1ccccc1	.	0.6
71	Cc1cnc(CN(C)C(=O)c2cc(COc3c(F)cccc3F)on2)[nH]1	-0.87	-1.6
72	CC(C)(C)c1nc(NCCN2CCOCC2)c2nnn(Cc3ccccc3Cl)c2n1	0.02	0.6
73	O=C(CSc1ncn[nH]1)N1N=C(c2ccc(Cl)cc2)CC1c1ccco1 (stereo not given)	-1.54	-0.7
74	CCOC(=O)c1nn(-c2ccc(C)cc2)c(C)c1C(C)=O	-0.65	-1.5
75	CSC(=NC#N)N1CCN(C(=NC#N)SC)CC1	-0.19	-1.8
76	CC1(C)Oc2ccc(C(=O)NC3CCCCC3)cc2N(CC#N)C1=O	-0.03	-1.9
77	Cc1ccc(S(=O)(=O)/N=C(/Sc2ccccc2C(=O)O)c2ccccc2)cc1	-0.99	1.5
78	C#CCOCCOCCOCCNc1nc(N2CCN(C(=O)CCCCCCCCCCNC(=O)[C@@H](CCC(=O)O)n3cc(CCCCCN)nn3)CC2)nc(N2CCN(C(=O)CCCCCCCCCCNC(=O)[C@H](CCCCN)n3cc(C[C@@H](C)CC)nn3)CC2)n1	.	8.5
79	Cc1sc(NC(=O)CN2CCOCC2)nc1-c1ccc2c(c1)CCN2S(=O)(=O)c1ccccc1	-0.5	-0.4
80	O=C(COC(=O)/C=C/c1ccc(Cl)cc1)Nc1ccc2c(c1)OCCO2	0.85	-1.9
81	CCCCNC(=O)N1CCCC(C(=O)c2cc(C)c(OC)c(C)c2)C1 (stereo not given)	2.04	-1.3
82	Cc1ccc(NC(=O)CSc2nc(=O)n(CCN(C)C)c3c2CCCC3)c(C)c1	-0.41	0.9
83	CCOC(=O)c1csc(NC(=O)c2ccc(S(=O)(=O)N(C)C)cc2)n1	0.46	-1.5
84	O=C(C1CCCN1S(=O)(=O)c1ccc(Cl)c(Cl)c1)N1CCOCC1 (stereo not given)	-0.75	-1.7
85	O=C(NCCN1CCOCC1)NC1(C(F)(F)F)Oc2ccccc2O1	1.62	-0.9
86	O=C(O)c1ccc(CN(c2ccccn2)S(=O)(=O)c2ccccc2)cc1	-2.25	3.9
87	COc1ccc(N2C(=O)CCC2(C#N)c2ccc(Br)cc2)cc1 (stereo not given)	-1.86	0.1
88	Cc1ccnc(SCC(=O)N2CCCc3ccccc32)n1	-0.67	-0.3
89	Cc1ccc(C)c(NC(=O)CSc2nnc(CCNC(=O)OC(C)(C)C)o2)c1	0.38	0.2
90	CCOc1ccc(OCC)c(NC(=O)CCn2cccc2)c1	-0.01	0.4
91	Cc1ccc(NC(=S)NCc2ccccc2)c(C)c1	0.04	2.0
92	CCOC(=O)c1nn(-c2ccccc2F)c(C)c1C(C)=O	0.92	0.8
93	Cc1ccc(-c2cc(C(=O)O)n[nH]2)o1	-2.07	-1.1
94	CCOC(=O)CCCCC(=O)NC(CO)C(=O)NC (stereo not given)	1.19	-2.5
95	CCc1ccc(NC(=O)CN2C(=O)COc3ccc(S(=O)(=O)N4CCCC4)cc32)cc1	-1.27	-3.1
96	CC(NC(=O)c1cc(-c2ccccc2)nc2ccccc12)C1CCCO1 (stereo not given)	-0.6	1.4
97	NC(=O)C1CCN(C(=O)N2c3ccccc3Sc3ccccc32)CC1	-0.05	-1.2
98	CCN1CCc2nc3ccccc3c(C(=O)Nc3ccc(NC(C)=O)cc3)c2C1	-2.37	1.4
99	CCOc1ccc(Oc2c(/C=N/NC(C)=O)c(C)nn2-c2ccccc2)cc1	0.48	3.6
100	C[C@H](CO)N1C[C@H](C)[C@@H](CN(C)C(=O)NC2CCCCC2)Oc2ccc(NC(=O)Nc3ccccc3)cc2C1=O	.	-0.2
101	O=C(C1CC1)N1CCN=C1SCc1ccccc1Cl	0.3	0.2
102	COc1ccccc1C(=O)NCC(c1cccnc1)N(C)C (stereo not given)	-0.14	-0.4
103	CCOc1cc2[nH]c(=O)n(Cc3ccc(C(=O)NCCCN4CCCC4=O)cc3)c(=O)c2cc1OCC	-0.3	-0.5
104	NS(=O)(=O)c1ccc(NC(=S)NC(=O)c2ccc3c(c2)OCO3)cc1	1.37	-1.9
105	COc1ccc(-c2c(C)nn(Cc3ccccc3)c2N)cc1	-0.89	0.9
106	Cc1cccc(NC(=O)N2CCC(n3nnc4cc(C)ccc43)CC2)c1	-0.33	-0.9
107	Cc1cccc(C)c1N1C(=O)C2ON(c3ccccc3)C(c3ccncc3)C2C1=O (stereo not given)	0.26	-1.0
108	COc1cccc(CC(=O)N[C@@H](CCSC)c2nc3ccccc3[nH]2)c1	0.24	0.6
109	COc1ccc(OC)c(C(O)c2coc3ccc(O)c(CN(C)C)c23)c1 (stereo not given)	0.11	0.1
110	CC(=O)N1CCN(CC(=O)Nc2cc(S(=O)(=O)N3CCOCC3)ccc2C)CC1	2.12	-1.2
111	CCN(CC)S(=O)(=O)c1ccc(N2CCN(C)CC2)c(NC(=O)CSCC(=O)Nc2cccc(C)c2)c1	1.15	-1.2
112	Cn1c(SCC(=O)N2c3ccccc3CCc3ccccc32)nnc1-c1cc2ccccc2cc1O	-0.49	-0.5
113	O=C(NC(NC(=O)c1ccccc1)c1ccccc1)c1ccccc1	1.35	-0.7

Six of the entries above in order of their number in Kir21 block, low to high.
item	smiles	Kir21 block	STK33 kinase inh
106	Cc1cccc(NC(=O)N2CCC(n3nnc4cc(C)ccc43)CC2)c1	-0.33	-0.9
107	Cc1cccc(C)c1N1C(=O)C2ON(c3ccccc3)C(c3ccncc3)C2C1=O (stereo not given)	0.26	-1.0
92	CCOC(=O)c1nn(-c2ccccc2F)c(C)c1C(C)=O	0.92	0.8
111	CCN(CC)S(=O)(=O)c1ccc(N2CCN(C)CC2)c(NC(=O)CSCC(=O)Nc2cccc(C)c2)c1	1.15	-1.2
94	CCOC(=O)CCCCC(=O)NC(CO)C(=O)NC (stereo not given)	1.19	-2.5
110	CC(=O)N1CCN(CC(=O)Nc2cc(S(=O)(=O)N3CCOCC3)ccc2C)CC1	2.12	-1.2

From PubChem
